Assay outcomes (PubChem)
KDM4C inh: inhibitors of GASC-1 (KDM4C) histone demethylase, primary screen, biochemical, single concentration HTS | 96,000 tested, 0.15% active | AID 720574, 2013 | inhibition, % at 12.5 µM | Lysine-specific demethylase 4C (Homo sapiens), Q9H3R0 | GST-KDM4C 2-372, H3K9me3 peptide, LANCE TR-FRET;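 active = mean replicate inhibition above about 25%, with at least 55% of replicates also reaching it, limit read from the data, passing the limit was not always enough; inconclusive = only one of those two conditions met; inactive = neither condition met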
Target sequence (Q9H3R0 2-372 limits assumed): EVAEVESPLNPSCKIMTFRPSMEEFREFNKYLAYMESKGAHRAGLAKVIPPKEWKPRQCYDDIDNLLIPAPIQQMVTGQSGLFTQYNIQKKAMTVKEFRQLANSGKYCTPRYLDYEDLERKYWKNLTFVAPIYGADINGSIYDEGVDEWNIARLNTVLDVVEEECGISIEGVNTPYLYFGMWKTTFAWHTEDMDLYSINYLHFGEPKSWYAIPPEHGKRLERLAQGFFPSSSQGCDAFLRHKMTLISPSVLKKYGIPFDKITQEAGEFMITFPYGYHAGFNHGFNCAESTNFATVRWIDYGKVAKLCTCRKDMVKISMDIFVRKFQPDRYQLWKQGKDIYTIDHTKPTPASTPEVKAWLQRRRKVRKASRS
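Test system – GST-tagged GASC-1 (JMJD2C) catalytic fragment, aa 2-372 · Medium – HEPES buffer, pH 7.5, plus ascorbate · Reagent – H3K9me3 peptide with Fe(II)/2OG · Compound – one test concentration per compound · Timing – 30 min reaction, 60 min detection, RT · Technique – TR-FRET with Eu antibody and ULight streptavidin, EDTA stop · Read-out basis – inhibition from TR-FRET ratio decrease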
Pf Dd2 growth: P. falciparum Dd2 growth inhibitors, primary screen, SYBR Green fluorescence, single dose replicates; 72 h; hits give low values; activity change, % at 10 µM; 94,000 tested, 2.3% active; in the data active = activity change below about -80%; inconclusive = no clear call, values can overlap the other calls
C diff growth: C. difficile growth inhibitors, primary screen, HTS; growth activity, negative = inhibition, % at 16 µg/mL (by protocol); Clostridium difficile clinical isolate growth, OD600, 24 h; hits give low values; 86,000 tested, 0.25% active;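 active = mean growth activity at or below -80% and every replicate also at or below -80%; inconclusive = mean at or below -80% but some replicate above -80%; inactive = mean growth activity above -80%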;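 note: 0% = DMSO wells and -100% = levofloxacin 16 µg/mL wells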
Tcruzi prolif: T. cruzi intracellular proliferation inhibitors, primary screen, cell-based, beta-gal Tulahuen parasites, NIH3T3 host, luminescence | T. cruzi beta-gal in NIH3T3, GalScreen luminescence, 90 h | inhibition, % at 8.34 µM | 77,000 tested, 5.9% active;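 active = mean inhibition above about 93%, with at least 55% of replicates each passing it, limit read from the data, passing the limit was not always enough; inconclusive = only one of those two conditions holds; inactive = neither condition holds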
Starred values were filed as active, the others as inactive; u = inconclusive; x = no result given; & = joins results of further samples.

Preview, two compounds:
[1] CCC(=O)N1[C@H](CO)[C@H](c2ccccc2)C12CN(C(=O)Nc1ccccc1F)C2
[2] CC(C)CC#Cc1cnc2c(c1)C(=O)N([C@H](C)CO)C[C@H](C)[C@@H](CN(C)Cc1cncnc1)O2
entry no.	1	2
KDM4C inh	0.7	-0.5
Pf Dd2 growth	1	x
C diff growth	12	8
Tcruzi prolif	x	14

All compounds of this part, from the start:
[1] CCC(=O)N1[C@H](CO)[C@H](c2ccccc2)C12CN(C(=O)Nc1ccccc1F)C2
[2] CC(C)CC#Cc1cnc2c(c1)C(=O)N([C@H](C)CO)C[C@H](C)[C@@H](CN(C)Cc1cncnc1)O2
[3] C[C@@H]1CCCCO[C@H](CN(C)C(=O)Nc2ccc3c(c2)OCO3)[C@H](C)CN([C@H](C)CO)C(=O)c2cc(N(C)C)ccc2O1
[4] CO[C@H]1CN(C)C(=O)c2cc(NC(=O)C3CC3)ccc2OC[C@@H](C)N(CC2CCCC2)C[C@@H]1C
[5] C[C@H]1CN([C@@H](C)CO)C(=O)c2cc(Br)cnc2O[C@H]1CN(C)C(=O)c1ccccc1
entry no.	1	2	3	4	5
KDM4C inh	0.7	-0.5	1.5	4.7	3.5
Pf Dd2 growth	1	x	x	-44	-10
C diff growth	12	8	1	-1	2
Tcruzi prolif	x	14	56	-58	x

[6] C[C@H](CO)N1C[C@H](C)[C@H](CN(C)S(=O)(=O)c2cccs2)Oc2ccc(NC(=O)Cc3ccccc3)cc2CC1=O
[7] Cc1ccccc1S(=O)(=O)N1CCCCN2[C@H](C1)[C@H](c1ccc(-c3ccccc3)cc1)[C@@H]2CO
[8] N#C[C@@H]1N[C@H](CO)[C@H]1c1ccc(C#CC2CCCCC2)cc1
[9] C[C@@H]1CCCCO[C@H](CN(C)C(=O)Nc2ccc3c(c2)OCO3)[C@H](C)CN([C@H](C)CO)C(=O)c2cc(NC(=O)CCC(F)(F)F)ccc2O1
[10] Cc1cccc(-c2ccc([C@@H]3[C@H](CO)N4CCCCN(C(=O)c5cccnc5)C[C@@H]34)cc2)c1
entry no.	6	7	8	9	10
KDM4C inh	x	x	0.0	0.5	17
Pf Dd2 growth	-28	2	-16	-55	18
C diff growth	-3	2	-4	5	4
Tcruzi prolif	15	107*	73	86	105*

[11] C[C@H](CO)N1C[C@H](C)[C@@H](CN(C)C(=O)Nc2ccc3c(c2)OCCO3)OCc2cnnn2CCCC1=O
[12] CNC[C@@H]1Oc2cc(C#CCOC)ccc2S(=O)(=O)N([C@H](C)CO)C[C@H]1C
[13] C[C@@H]1CN([C@@H](C)CO)S(=O)(=O)c2ccc(C3=CCCC3)cc2O[C@H]1CN(C)C(=O)c1ccc(F)cc1
[14] COc1ccc(OC(=O)N(C)C[C@H]2OCc3cn(nn3)CCCC(=O)N([C@H](C)CO)C[C@H]2C)cc1
[15] C[C@H]1CN([C@@H](C)CO)C(=O)c2cccc(NC(=O)C3CCCCC3)c2O[C@H]1CN(C)Cc1ccncc1
entry no.	11	12	13	14	15
KDM4C inh	4.6	13	-0.3	1.5	-0.8
Pf Dd2 growth	18	86	-17	2	11
C diff growth	-4	x	-1	2	10
Tcruzi prolif	9	x	x	22	21

[16] CN1C(=O)c2cc(NC(=O)c3cccs3)ccc2OC[C@H]2O[C@H](CC(=O)NCCN3CCCCC3)CC[C@H]21
[17] Cc1ccc(S(=O)(=O)N(C)C[C@@H]2OCCCC[C@H](C)Oc3ccc(NS(=O)(=O)c4cccs4)cc3C(=O)N([C@@H](C)CO)C[C@@H]2C)cc1
[18] C[C@@H]1CN([C@@H](C)CO)C(=O)c2cc(NS(=O)(=O)c3cccs3)ccc2O[C@@H]1CN(C)C(=O)Nc1ccc2c(c1)OCO2
[19] COCCNC(=O)C[C@@H]1CC[C@@H]2[C@H](COC[C@@H](O)CN2C(=O)Nc2ccc3c(c2)OCO3)O1
[20] Cc1ccc(S(=O)(=O)N(C)C[C@H]2OCCCC[C@@H](C)Oc3ccc(NC(=O)Nc4ccccc4)cc3C(=O)N([C@@H](C)CO)C[C@@H]2C)cc1
entry no.	16	17	18	19	20
KDM4C inh	1.9	-2.0	-0.1	2.4	-1.4
Pf Dd2 growth	-4	-57	14	-4	-83*
C diff growth	-2	x	x	-1&-5	1
Tcruzi prolif	0	122*	28	34	109*

[21] Cc1ccc(S(=O)(=O)Nc2ccc3c(c2)CC(=O)N([C@H](C)CO)C[C@@H](C)[C@@H](CN(C)S(=O)(=O)c2c(C)noc2C)O3)cc1
[22] C[C@@H]1CCCCO[C@@H](CN(C)Cc2ccc(C(=O)O)cc2)[C@H](C)CN([C@@H](C)CO)C(=O)c2cc(NS(=O)(=O)c3ccc(F)cc3)ccc2O1
[23] C[C@H](CO)N1C[C@H](C)[C@@H](CN(C)Cc2ccc(C(F)(F)F)cc2)Oc2c(cccc2N(C)C)C1=O
[24] CCNC(=O)[C@H]1[C@H](CO)[C@H]2Cn3c(ccc(C4=CCCC4)c3=O)[C@@H]1N2Cc1ccncc1
[25] C[C@@H]1CN([C@H](C)CO)S(=O)(=O)c2ccc(C3=CCCC3)cc2O[C@H]1CN(C)C(=O)Cc1ccncc1
entry no.	21	22	23	24	25
KDM4C inh	-1.2	9.8	-0.3	1.1	0.0
Pf Dd2 growth	26	16	-40	10	-19
C diff growth	-9	1	-5	1	0
Tcruzi prolif	16	20	69	83	73

[26] Cc1ccc(S(=O)(=O)N[C@@H]2CC[C@H](CCNC(=O)C3CCOCC3)O[C@@H]2CO)cc1
[27] C[C@H](CO)N1C[C@H](C)[C@@H](CN(C)Cc2ccc(Oc3ccccc3)cc2)Oc2ccc(NC(=O)Cc3ccccc3)cc2CC1=O
[28] CN1C(=O)c2cc(NC(=O)c3cscn3)ccc2OC[C@H]2O[C@H](CC(=O)N3CCOCC3)CC[C@@H]21
[29] CCCC#Cc1ccc2c(c1)O[C@H](CN(C)C(=O)CC)[C@@H](C)CN([C@@H](C)CO)S2(=O)=O
[30] O=C(Nc1cccc(F)c1)N1CC(=O)N2[C@H](CO)[C@@H](c3ccc(-c4ccc(F)cc4)cc3)[C@H]2C1
entry no.	26	27	28	29	30
KDM4C inh	0.0	-0.3	0.0	-0.4	-1.0
Pf Dd2 growth	1	-33	-10	-36	-6
C diff growth	-4	4	-9	-4	-3
Tcruzi prolif	3	37	0	69	x

Record cards, as listed above.
`Cc1ccc(S(=O)(=O)N[C@@H]2CC[C@H](CCNC(=O)C3CCOCC3)O[C@@H]2CO)cc1` across the screens: KDM4C inh = 0.0; Pf Dd2 growth = 1; C diff growth = -4; Tcruzi prolif = 3
`CCCC#Cc1ccc2c(c1)O[C@H](CN(C)C(=O)CC)[C@@H](C)CN([C@@H](C)CO)S2(=O)=O` across the screens: KDM4C inh = -0.4; Pf Dd2 growth = -36; C diff growth = -4; Tcruzi prolif = 69

2 compounds from above, limited to C diff growth:
nr	SMILES	C diff growth
28	CN1C(=O)c2cc(NC(=O)c3cscn3)ccc2OC[C@H]2O[C@H](CC(=O)N3CCOCC3)CC[C@@H]21	-9
29	CCCC#Cc1ccc2c(c1)O[C@H](CN(C)C(=O)CC)[C@@H](C)CN([C@@H](C)CO)S2(=O)=O	-4

Next part:
[31] COCC(=O)N1C[C@@H](C)[C@@H](OC)CN(C)C(=O)c2cc(NC(=O)c3cc(C)on3)ccc2OC[C@@H]1C
[32] O=S(=O)(N[C@@H]1CC[C@H](CCn2cc(-c3cccnc3)nn2)O[C@H]1CO)c1ccc(Cl)cc1
[33] C[C@H](CO)N1C[C@H](C)[C@H](CN(C)C(=O)CC2CC2)Oc2cc(-c3cncnc3)ccc2S1(=O)=O
[34] CC(=O)N1CCCCN2[C@@H](CO)[C@@H](c3ccc(-c4ccncc4)cc3)[C@@H]2C1
[35] COCCN(C[C@@H]1[C@@H](c2ccccc2)[C@H](CO)N1C(=O)C1CC1)C(C)=O
entry no.	31	32	33	34	35
KDM4C inh	1.9	-0.5	0.4	-0.2	-1.8
Pf Dd2 growth	-22	-3	-2	19	15
C diff growth	x	-3	-3	-7	25
Tcruzi prolif	50	-42	21	54	80

[36] C[C@@H]1CN([C@H](C)CO)S(=O)(=O)c2ccc(-c3ccccc3F)cc2O[C@@H]1CN(C)CC1CC1
[37] C[C@H]1CN([C@@H](C)CO)C(=O)c2cc(C#CC(C)(C)O)cnc2O[C@@H]1CN(C)Cc1cccc(F)c1
[38] COc1ccc2c3c(n(C)c2c1)[C@H](CO)NCC31CCN(Cc2ccc(Cl)cc2)CC1
[39] CCCC(=O)Nc1ccc2c(c1)OC[C@@H](C)N(Cc1ccc(F)cc1)C[C@@H](C)[C@H](OC)CN(C)C2=O
[40] CO[C@@H]1CN(C)C(=O)c2cc(NC(=O)c3ccccc3)ccc2OC[C@@H](C)N(CC2CC2)C[C@H]1C
entry no.	36	37	38	39	40
KDM4C inh	0.6	0.2	-1.4	2.2	0.4
Pf Dd2 growth	-36	-21	-91*	-87*	-22
C diff growth	-13	x	10	3	4
Tcruzi prolif	x	x	x	x	-29

[41] Cc1noc(C)c1NC(=O)Nc1ccc2c(c1)C(=O)N([C@H](C)CO)C[C@@H](C)[C@H](CN(C)S(=O)(=O)c1ccc(F)cc1)OCCCC[C@@H](C)O2
[42] C[C@H]1CN([C@@H](C)CO)C(=O)c2cc(C#Cc3ccccn3)cnc2O[C@@H]1CN(C)Cc1cccnc1
[43] CO[C@H](CN(C)S(=O)(=O)c1ccccc1)[C@H](C)CN(Cc1ccccc1Cl)[C@@H](C)CO
[44] CO[C@@H]1CN(C)C(=O)c2cc(NC(C)=O)ccc2OC[C@H](C)N(Cc2ccc(F)cc2)C[C@@H]1C
[45] C[C@@H]1CN([C@H](C)CO)C(=O)c2cccc(NC(=O)Nc3cccc4ccccc34)c2O[C@H]1CN(C)C(=O)Nc1ccc(F)cc1
entry no.	41	42	43	44	45
KDM4C inh	-1.4	-0.1	-1.7	0.0	-0.2
Pf Dd2 growth	-56	-10	-30	-5	-53
C diff growth	5	2	x	-4	-1
Tcruzi prolif	-13	71	70	-35	99*

Another view of 2 compounds above.
| No. | SMILES | KDM4C inh | Pf Dd2 growth | C diff growth | Tcruzi prolif |
| --- | --- | --- | --- | --- | --- |
| 44 | CO[C@@H]1CN(C)C(=O)c2cc(NC(C)=O)ccc2OC[C@H](C)N(Cc2ccc(F)cc2)C[C@@H]1C | 0.0 | -5 | -4 | -35 |
| 45 | C[C@@H]1CN([C@H](C)CO)C(=O)c2cccc(NC(=O)Nc3cccc4ccccc34)c2O[C@H]1CN(C)C(=O)Nc1ccc(F)cc1 | -0.2 | -53 | -1 | 99* |

Next section
[46] CC(C)CC#Cc1cnc2c(c1)C(=O)N([C@H](C)CO)C[C@H](C)[C@@H](CN(C)C(=O)c1ccccc1)O2
[47] CN1C(=O)c2cc(NC(=O)C3CCCC3)ccc2OC[C@H]2O[C@H](CC(=O)NCC3CC3)CC[C@H]21
[48] O=C(Nc1ccc(C(F)(F)F)cc1)N[C@@H]1CC[C@@H](CCNC(=O)c2ccccc2F)O[C@@H]1CO
[49] CCCNC(=O)Nc1ccc2c(c1)C(=O)N(C)[C@@H]1CC[C@@H](CC(=O)NC3CCC3)O[C@@H]1CO2
[50] C[C@H]1CCCCO[C@H](CN(C)C(=O)Cc2ccccc2)[C@@H](C)CN([C@@H](C)CO)C(=O)c2cc(NS(=O)(=O)c3ccc(Cl)cc3)ccc2O1
entry no.	46	47	48	49	50
KDM4C inh	-3.6	-1.1	-1.3	0.0	-0.8
Pf Dd2 growth	10	-17	-28	-3	-33
C diff growth	0	7	2	-1	0
Tcruzi prolif	15	12	13	40	95

[51] C[C@@H]1CCCCO[C@@H](CN(C)C(=O)CCC(F)(F)F)[C@H](C)CN([C@H](C)CO)C(=O)c2cc(N(C)C)ccc2O1
[52] CCCC#Cc1ccc([C@@H]2[C@H]3CN(CCC)CCCCN3[C@H]2CO)cc1
[53] COc1ccccc1NC(=O)N[C@H]1CC[C@H](CCNS(=O)(=O)c2ccc(C)cc2)O[C@H]1CO
[54] O=C(C[C@H]1C[C@H]2c3cc(NC(=O)C4CCOCC4)ccc3O[C@H]2[C@@H](CO)O1)NCc1ccccn1
[55] C[C@@H]1CN([C@H](C)CO)C(=O)c2cc(C#CC3CCCCC3)cnc2O[C@@H]1CN(C)C(=O)NC1CCCC1
[56] CO[C@@H]1CC[C@@H]2CCOc3c(C#N)cccc3C(=O)N(C)[C@@H](C)C(=O)N(C)C[C@H]1O2
entry no.	51	52	53	54	55	56
KDM4C inh	0.7	0.1	13	-0.9	-3.7	0.2
Pf Dd2 growth	-10	-2	1	16	-70	31
C diff growth	4	9	-2	0	-9	x
Tcruzi prolif	-8	79	x	41	u	9
